Source: PubChem (National Center for Advancing Translational Sciences (NCATS))
HEK293 tox: qHTS of GLP-1 Receptor Inverse Agonists: Cytotox Screen; HEK293 cAMP-luciferase reporter cells, luminescence, 24 h; Potency, µM (titrated, usually from 38.3 µM), without a hit: at the top dose activity change, negative = inhibition, usual class: inhibitors; hit rate 0.13% among 410,000; AID 624418, 2012;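 also: loss of luciferase light is scored as toxicity; potency is read from the fitted curve at half-maximal effect; % is scaled to controls: 0 for no effect and ±100 for the full control effect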
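Quantitative HTS format, 1536 wells, 200 cells/uL seeded. Compounds: 23 nL, 24 h, 37 °C. Detection: luciferase reagent, luminescence at 12 min RT; decreased signal taken as cytotoxic.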
GLP1R inv ag: qHTS of GLP-1 Receptor Inverse Agonists (Inhibition Mode). Glucagon-like peptide 1 receptor (Homo sapiens), P43220. Potency, µM (top dose mostly 38.3 µM), for the others: at the top dose activity change, negative = inhibition, usual class: inhibitors. hit rate 1.6% among 410,000. HEK293 GLP-1R CRE-luciferase, luminescence, 24 h; GLP-1R form is constitutively active. AID 624417, 2012; also: potency is read from the fitted curve at half-maximal effect; % is scaled to controls: 0 for no effect and ±100 for the full control effect; nearly all actives have a fitted effect of over 55% in size
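Readout was luciferase luminescence, measured 12 min after detection reagent at room temperature. Beforehand, GLP-1R reporter HEK293 cells had sat 12 h, then received compounds for 24 hr at 37 deg C.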
TDP-43 yeast inh: qHTS of TDP-43 Inhibitors. TDP-43 expressing yeast growth rescue, BacTiter-Glo, 24 h. Potency, µM (top dose mostly 46.1 µM), without a hit: at the highest dose growth rescue (activation), most hits filed as activators. AID 652104, 2013. hit rate 1.8% among 410,000; also: potency is read from the fitted curve at half-maximal effect; % of control where 0% means no effect; nearly all actives have a fitted effect of over 50% in size
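In this qHTS, compounds that restore growth of yeast expressing TDP-43 appear as activators. Cells (OD600=0.02, galactose medium, raffinose-pregrown) are incubated with compound 24 hr at 30 deg C and growth is quantified by BacTiter-Glo.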
D3 antag: qHTS of D3 Dopamine Receptor Antagonist: qHTS. D3R cells, DiscoveRx beta-arrestin luminescence, antagonist mode; active compounds read low. max response, negative = inhibition, %. hit rate 2.5% among 360,000. AID 652054, 2013; in the data active = max response below about -50%; inconclusive = no clear call, values can overlap the other calls; also: % is scaled to controls: 0 for no effect and ±100 for the full control effect; mostly tested at two doses, the higher about 12 µM
Target sequence (P35462 whole entry, looked up): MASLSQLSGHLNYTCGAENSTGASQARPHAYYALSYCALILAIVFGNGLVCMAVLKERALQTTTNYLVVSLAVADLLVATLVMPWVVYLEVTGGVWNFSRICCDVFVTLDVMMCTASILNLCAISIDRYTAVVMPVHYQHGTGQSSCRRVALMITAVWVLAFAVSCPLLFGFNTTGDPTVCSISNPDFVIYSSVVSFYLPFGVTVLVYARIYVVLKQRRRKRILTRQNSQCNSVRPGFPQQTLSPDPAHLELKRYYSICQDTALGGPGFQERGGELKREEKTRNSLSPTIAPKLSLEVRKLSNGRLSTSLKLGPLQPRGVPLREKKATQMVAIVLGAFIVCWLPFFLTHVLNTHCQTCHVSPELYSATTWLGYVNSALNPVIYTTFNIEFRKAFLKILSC
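Cells expressing the human receptor were seeded at 1500 cells/well, incubated overnight at 37 degrees C in 5% CO2, then exposed to library compounds with dopamine controls for 90 minutes at 37 degrees C before luminescent detection.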
DRD3 agonist: qHTS of D3 Dopamine Receptor Agonist: qHTS | D3R DiscoveRx beta-arrestin cells, luminescence, 90 min | max activation, % | hit rate 0.58% among 410,000 | AID 652048, 2013; in the data active = max activation above about 30%; also: 0% is about no effect; mostly tested at two doses, the higher about 12 µM
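Cells at 1500/well, incubated overnight, then treated with pinned compounds (dopamine as control) for 90 min at 37 degrees C. DiscoveRx reagent added for 30 - 60 minutes at room temperature; luminescence read.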
aSyn rescue: qHTS of alpha-syn Inhibitors | Yeast expressing alpha-synuclein, growth rescue, BacTiter-Glo, 24 h | Potency, µM (series often up to 46.1 µM), without a hit: at the top dose growth rescue (activation), actives largely listed as activators | hit rate 0.14% among 370,000 | AID 652106, 2013; also: potency is read from the fitted curve at half-maximal effect; % of control where 0% means no effect; nearly all actives have a fitted effect of over 65% in size
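Rescue of yeast growth: cells expressing toxic alpha-synuclein, induced in galactose at OD600 0.02, incubated with compound 24 h at 30 C. ATP luminescence quantified growth; inhibitors of toxicity appear as activators.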
GLP-1R agonist: qHTS of GLP-1 Receptor Agonists; HEK293 GLP-1R CRE-luciferase, luminescence, 4-6 h; cells express a hypersensitive GLP-1R form; Potency, µM (doses to about 45.6 µM), for the others: at the top dose activation, actives largely listed as activators; hit rate 0.007% among 380,000; AID 624172, 2012; also: potency is read from the fitted curve at half-maximal effect; % of control where 0% means no effect
PTHR1 ag: qHTS for PTHR1 Agonists: Primary Screen | Parathyroid hormone/parathyroid hormone-related peptide receptor (Homo sapiens), Q03431 | HEK293 GP2 PTHR1 cells, GloSensor cAMP luminescence, 1 h | Potency, µM (highest dose often 115 µM), for inactives: top-dose activation, most hits filed as activators | hit rate 0.075% among 410,000; also: potency is read from the fitted curve at half-maximal effect; nearly all actives have a fitted effect of over 55% in size; some results filed as inactive show a strong effect at the top dose; inactives centre near -15; many of its hits are not listed in these tables
Target sequence (Q03431 whole entry, looked up): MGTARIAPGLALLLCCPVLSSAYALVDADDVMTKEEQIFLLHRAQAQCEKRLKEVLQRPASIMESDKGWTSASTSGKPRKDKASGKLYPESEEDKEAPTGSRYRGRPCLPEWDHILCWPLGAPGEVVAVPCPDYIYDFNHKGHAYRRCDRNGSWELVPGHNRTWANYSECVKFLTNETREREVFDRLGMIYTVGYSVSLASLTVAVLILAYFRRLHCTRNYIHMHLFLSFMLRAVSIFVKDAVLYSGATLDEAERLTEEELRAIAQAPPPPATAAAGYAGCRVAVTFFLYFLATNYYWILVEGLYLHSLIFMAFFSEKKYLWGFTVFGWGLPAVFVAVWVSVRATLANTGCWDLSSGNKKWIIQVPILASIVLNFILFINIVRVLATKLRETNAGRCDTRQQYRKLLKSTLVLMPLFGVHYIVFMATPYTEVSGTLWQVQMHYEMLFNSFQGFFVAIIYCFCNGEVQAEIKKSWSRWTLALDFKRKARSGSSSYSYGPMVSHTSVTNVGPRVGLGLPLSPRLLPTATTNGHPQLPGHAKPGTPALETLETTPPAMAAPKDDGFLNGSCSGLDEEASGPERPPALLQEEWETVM
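HEK-293-derived GP2 cells expressing PTHR1 and a GloSensor cAMP reporter, 3,000/well, plated overnight, given luciferin plus IBMX (each 0.5 mM as added) for 1 h at 37 °C, then compound for 1 h at 37 °C. Luminescence was read after 15 min at room temperature.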
KB-V1 MDR tox: qHTS assay for MDR1-selective chemotherapeutics: Primary screen using the drug-selected MDR subline cells KB-V1; KB-V1 MDR cells viability, CellTiter-Glo, 72 h; Potency, µM (top dose mostly 46.1 µM), for the others: at the top dose activity change, negative = cytotoxicity, hits mostly cytotoxic; hit rate 3.4% among 400,000; AID 1347076, 2019; also: potency is read from the fitted curve at half-maximal effect; % is scaled to controls: 0 for no effect and ±100 for the full control effect; nearly all actives have a fitted effect of over 60% in size
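KB-V1 MDR subline cells in DMEM (phenol-red free, 10% FBS) exposed to compounds in qHTS concentration series for 72 h at 37 degrees C. Viability read by CellTiter-Glo luminescence; concentration-effect curves fitted after normalization and correction.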
An asterisk follows results filed as active; i = inactive; ? = inconclusive; . = no result given; [ ] = dose if it differs, or a comment. Unless noted, calls follow the shape of the dose curve; as a rule, active = well fitted curve in the direction sought with a large enough effect; inconclusive = small, poorly fitted or top-dose-only effect, or another doubt; inactive = no such curve, though single readings can be large; an effect the other way counts as inactive or inconclusive.

| smiles | HEK293 tox | GLP1R inv ag | TDP-43 yeast inh | D3 antag | DRD3 agonist | aSyn rescue | GLP-1R agonist | PTHR1 ag | KB-V1 MDR tox |
| --- | --- | --- | --- | --- | --- | --- | --- | --- | --- |
| CCOC(=O)CSc1nc2ccc(C)cc2[nH]1 | 5% | 1% | ? | -5 | 8 | 2% | -1% | i | 20% |
| CC(=O)NC(Cc1ccccc1F)C(=O)NC1CCN(C(=O)Nc2ccc(C)cc2)CC1 (stereo not drawn) | 1% | -4% | -5% | 1 | -5 | 1% | -5% | -4% | 8% |
| Cc1cccc(C(=O)Nc2cc(S(=O)(=O)N3CCOCC3)ccc2N2CCCC2)c1 | -8% | 11% | 8% | 28 | 4 | 3% | 7% | i | -12% |
| CC(C)(C)SCCNC(=O)COc1ccc(Cl)cc1 | 9% | 3% | 1% | -19 | -5 | 23% | 1% | i | -21% |
| CCCOc1ccc(C(=O)NCC(c2cccs2)N(C)C)cc1OC (stereo not drawn) | 9% | ? | -19% | ? | -29 | 0% | 1% | 8% | -3% |
| O=C(COC(=O)/C=C/c1ccco1)NCCc1ccccc1 | 0%[7.66 µM] | -2%[7.66 µM] | 16µM* | 7 | 1 | 3% | 0% | i | -9% |
| CN1C(=O)CCS(=O)(=O)C1c1ccc(Cl)c(Cl)c1 (stereo not drawn) | -2% | 7% | 4% | 0 | 0 | 0% | -2% | i | 21% |
| O=[N+]([O-])c1cc(S(=O)(=O)N2CCCCC2)ccc1NCc1cccc(Cl)c1 | -19% | ? | -17% | -5 | -3 | 11% | -5% | i | ? |
| CN1C(=O)CC(N2CCN(c3ccc(Cl)cc3)CC2)C1=O (stereo not drawn) | -3% | 5% | 3% | -1 | 5 | -8% | 0% | 0% | -18% |
| COc1cc2c(cc1OC)C(c1cccc([N+](=O)[O-])c1)N(C(=O)CCC(=O)O)CC2 (stereo not drawn) | 9% | 12% | 9% | -12 | -1 | 1% | -5% | 0% | -16% |
| CCOc1ccc(OCCC(=O)OCC(=O)NC(C)c2ccccc2)cc1 (stereo not drawn) | -5% | 8% | ? | 10 | 3 | 8% | -6% | i | 26% |
| CC(C)(C)OC(=O)N1CCN(C(=O)c2[nH]cnc2C(=O)Nc2nccs2)CC1 | -7% | -7% | 21% | -1 | 3 | -4% | 8% | i | -1% |
| OCC1(Cc2ccc(Cl)cc2)CCN(CC2CC=CCC2)CC1 (stereo not drawn) | -26% | ? | -3% | ? | -18 | 11% | -1% | i | ? |
| O=C(NC1CCN(C(=S)Nc2ccc(F)cc2)CC1)C1CCCCC1 | 5% | 4% | 4% | 0 | 1 | 1% | 1% | -18% | -14% |
| Cc1ccc(NC(=O)CN(C)C(=O)C(C)OC(=O)c2ccccc2NCCO)cc1 (stereo not drawn) | 0% | -19% | 10% | 10 | 0 | 0% | -3% | i | ? |
| Cc1cccc2sc(N(Cc3cccnc3)C(=O)C3CCCCC3)nc12 | -3% | ? | 3.5µM* | . | -20 | . | . | i | . |
| COc1ccc(CCNC(=O)CSCc2ccc(C)cc2)cc1OC | -6% | -7% | ? | 0 | 2 | 9% | 15% | i | 21µM* |
| Cc1cccc(NS(=O)(=O)c2ccc3c(c2)C(C)(C)C(=O)N3C)c1 | -6% | 5% | -2% | . | -10 | . | . | i | 8% |
| COC(=O)CCCn1cc(CN2CC(N3CCN(C4CCN(C)CC4)CC3)CS2(=O)=O)nn1 (stereo not drawn) | 2% | 20% | 14% | 0 | 2 | -1% | 1% | i | -1% |
| CC(=O)OC(C(=O)NC1CCCCC1)c1cccc(C)c1 (stereo not drawn) | -3% | 4% | 10% | 4 | 2 | -2% | -11% | i | 7% |

Going on with the list:
Results follow in this order: HEK293 tox	GLP1R inv ag	TDP-43 yeast inh	D3 antag	DRD3 agonist	aSyn rescue	GLP-1R agonist	PTHR1 ag	KB-V1 MDR tox
- Nc1nonc1-c1noc(CCCOc2ccc(Cl)cc2Cl)n1
 : -3%	-6%	?	5	-4	7%	10%	-3%[57.5 µM]	-20%
- OC(CN1CCN(C(c2ccccc2)c2ccccc2)CC1)c1ccccc1 (stereo not drawn)
 : 3%	?	16%	-17	-6	4%	-1%	-3%	16%
- O=C(COC(=O)c1cc(S(=O)(=O)N2CCOCC2)ccc1F)Nc1ccc(Cl)cn1
 : 4%	-20%	5%	-16	-12	4%	-5%	2%	-6%
- Cc1[nH]n(-c2ccccc2)c(=O)c1C(c1ccc(O)c([N+](=O)[O-])c1)c1c(C)[nH]n(-c2ccccc2)c1=O
 : -3%	0%	-5%	-91*	-9	13%	-1%	-16%[57.5 µM]	-4%
- CCCNC(=O)CSc1ccc(S(=O)(=O)N(C)C2CCCCC2)cn1
 : 0%	-7%	17%	27	2	6%	-3%	-16%	-17%
- O=C(NCc1ccccc1)N1CCOCC1
 : -6%	6%	6%	16	1	1%	-3%	-13%	-2%
- COc1cc(N)c(C(=O)c2nccc3cc(OC)c(OC)cc23)cc1OC
 : -1%	89%[activator]	7%	-17	-4	2%	11%	i	0%
- Cc1ccc(CNC(=O)C2CCN(Cc3nc(-c4cccc(Br)c4)oc3C)CC2)cc1
 : 2%	6%	15%	.	3	.	.	i	.
- C/C(=N\NS(=O)(=O)c1ccc(Br)cc1)c1ccncc1
 : 0%	-2%	-2%	-8	-15	0%	-4%	i	15%
- O=C(c1ccc(OC2CCN(C/C=C/c3ccccc3)CC2)cc1)N1CCCC1
 : -24%	?	8%	-27	-5	-1%	11%	-1%	?

Among those listed so far, 2 have bromine:
Results follow in this order: HEK293 tox	GLP1R inv ag	TDP-43 yeast inh	D3 antag	DRD3 agonist	aSyn rescue	GLP-1R agonist	PTHR1 ag	KB-V1 MDR tox
- Cc1ccc(CNC(=O)C2CCN(Cc3nc(-c4cccc(Br)c4)oc3C)CC2)cc1
 : 2%	6%	15%	.	3	.	.	i	.
- C/C(=N\NS(=O)(=O)c1ccc(Br)cc1)c1ccncc1
 : 0%	-2%	-2%	-8	-15	0%	-4%	i	15%

Other results follow:
Results follow in this order: HEK293 tox	GLP1R inv ag	TDP-43 yeast inh	D3 antag	DRD3 agonist	aSyn rescue	GLP-1R agonist	PTHR1 ag	KB-V1 MDR tox
- Cc1[nH]c(C)c(S(=O)(=O)NCCc2ccc(S(N)(=O)=O)cc2)c1C(=O)N1CCCC1
 : -8%	10%	?	1	6	4%	2%	-5%	-4%
- O=C(c1ccco1)N1CCC(c2nc(-c3ccc(F)cc3)no2)CC1
 : -19%	-3%	-7%	12	-3	2%	-11%	-30%[inhibitor]	-9%
- COc1cccc(CNC(=O)c2ccc(CS(=O)Cc3ccc(C)cc3)o2)c1 (stereo not drawn)
 : 5%	-13%	5%	14	-2	1%	12%	-30%[inhibitor]	?
- Cc1cc(C)c(OCC(=O)NCC2COc3ccccc3O2)c(C)c1 (stereo not drawn)
 : 24%	?	19%	16	6	10%	18%	-11%	-2%
- COC(=O)c1cc(NC(=O)COC(=O)CN2C(=O)C3CC=CCC3C2=O)cc(C(=O)OC)c1 (stereo not drawn)
 : 5%	0%	4%	-29	0	-2%	-13%	i	1%
- CC1CCCC(C)N1C(=O)/C=C/c1ccc(S(=O)(=O)N2CCOCC2)cc1 (stereo not drawn)
 : 4%	?	-24%	-7	0	-1%	18%	i	1%
- COC(=O)c1cc2c(ccn2-c2ccc(F)cc2)n1Cc1ccc(C#N)cc1
 : 1%	?	2%	-8	-7	0%	10%	-3%	-14%
- CCS(=O)(=O)N1CC(=O)N(c2ccc(Cl)cc2)C(C)(C(=O)NC2CCCCC2)C1 (stereo not drawn)
 : 2%	3%	8%	.	5	.	.	i	8%
- C[C@@H](C(=O)Nc1cccnc1)n1c(=O)[nH]c2ccccc2c1=O
 : -5%	8%	4%	-30	1	-14%	0%	-30%	0%
- Cc1cc(C)n2ncc(C(=O)NCc3ccc(Cl)cc3)c2n1
 : 4%	47%[activator]	4%	5	0	0%	9%	i	-8%
- COc1ccc(-c2cc(NC=O)c3ncc(-c4ccc(OC)c(OC)c4)n3c2)cc1OC
 : -22%	?	14%	0	13	2%	?	-57%[inhibitor]	?
- O=C(COc1ccc(F)cc1Cl)Nc1ccccc1C(=O)N1CCCCC1
 : 8%	-11%	6%	4	4	-2%	5%	-4%	?
- Cc1cccn2c(=O)c3cc(C(=O)NCC4CCCO4)c(=N)n(CCN4CCOCC4)c3nc12 (stereo not drawn)
 : 18%	12%	15%	-16	4	0%	0%	-10%	9%
- C/C(=N/OCO/N=C(\C)c1ccccc1F)c1ccccc1F
 : 30%	15%	2%	0	-7	0%	-8%	i	-6%

3 compounds drawn at random from those above:
Results follow in this order: HEK293 tox	GLP1R inv ag	TDP-43 yeast inh	D3 antag	DRD3 agonist	aSyn rescue	GLP-1R agonist	PTHR1 ag	KB-V1 MDR tox
- COc1cc(N)c(C(=O)c2nccc3cc(OC)c(OC)cc23)cc1OC
 : -1%	89%[activator]	7%	-17	-4	2%	11%	i	0%
- CCOc1ccc(OCCC(=O)OCC(=O)NC(C)c2ccccc2)cc1 (stereo not drawn)
 : -5%	8%	?	10	3	8%	-6%	i	26%
- Cc1ccc(NC(=O)CN(C)C(=O)C(C)OC(=O)c2ccccc2NCCO)cc1 (stereo not drawn)
 : 0%	-19%	10%	10	0	0%	-3%	i	?

Some of the compounds tested, so the mix of outcomes need not match the whole.
